aGlu spleen mod: lysosomal alpha-glucosidase (human) modulation. P10253. human spleen homogenate, 4-MU-alpha-glucoside fluorescence. Potency, µM (titrated, usually from 79.9 µM), inactives show at the highest dose activity change, negative = inhibition, most hits filed as inhibitors. 240,000 tested, 0.006% active;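 also: 0% = enzyme with vehicle and -100% = no enzyme basal signal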
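AC50 values come from Hill-equation fits of concentration-response data, normalized to no-enzyme and full-activity controls. Enzyme source: 1 ug human spleen homogenate; 1 mM fluorogenic 4-MU glucoside, pH 5.0 citrate buffer, 37 C, 40 min.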
HttQ103 aggreg: inhibitors of mutant huntingtin aggregate formation in PC12 cells; AID 1688; PC12 HttQ103-GFP aggregates, Acumen cytometry, 40 h; Potency, µM (top dose mostly 46.1 µM), inactives show top-dose activity change, negative = inhibition, most hits filed as inhibitors; 220,000 tested, 1.1% active; also: % is scaled to controls: 0 for no effect and ±100 for the full control effect; nearly all actives have a fitted effect of over 60% in size
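Steps: seed 1500 PC12 HTTQ103-GFP cells/well; add tebufenozide, 100 nM final; add compound titration; add ATPLite reagent; quantify GFP aggregates by laser scanning cytometry.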
GAA glycogen mod: alters human alpha-glucosidase cleavage of glycogen; 300,000 tested, 0.38% active; P10253; AID 2100; recombinant GAA, glycogen substrate, Amplex Red glucose oxidase fluorescence; Potency, µM (top dose mostly 76.4 µM), for inactives: at the top dose activity change, negative = inhibition, most hits filed as inhibitors;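 also: 0% = full enzyme reaction and -100% = no-enzyme basal signal; the screen sought inhibitors and activators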
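Natural-substrate format: glycogen cleavage by 4 nM human enzyme, glucose read by Amplex Red coupling (Ex 573, Em 610 nm). Normalized to enzyme and no-enzyme controls.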
HTT ATP protect: Huntington cell model cytoprotection by ATP luminescence; PC12 HTT-Q103 induced, cytoprotection, ATP luminescence, 40 h; Potency, µM (top dose mostly 56.4 µM), for inactives: cytoprotection (ATP increase), usual class: activators; 230,000 tested, 0.14% active; AID 1471;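 also: % of control where 0% means no effect; nearly all actives have a fitted effect of over 45% in size; toxic huntingtin expression switched on by the ecdysone agonist tebufenozide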
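PC12 cells stably carrying ecdysone-inducible Htt exon 1 (Q103)–GFP were induced with 100 nM tebufenozide (final) alongside library compounds in a dose series. Cytoprotection was scored as retained ATP by ATPlite luminescence.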
GAA inhib: alpha-glucosidase (human) inhibition. Potency, µM (titrated, usually from 76.9 µM), inactives show top-dose activity change, negative = inhibition, most hits filed as inhibitors. purified human GAA, 4-MU-alpha-glucoside fluorescence. 200,000 tested, 0.005% active;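 also: plate controls were uninhibited enzyme wells for no effect and no-enzyme background for full effect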
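Human alpha-glucosidase, 4 nM, pre-mixed with test compounds before 400 uM 4-methylumbelliferyl substrate; 20 min room temperature at pH 5.0. Fluorescence read after pH 10 stop; AC50 values from Hill-equation fits.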
GoLoco inh red: inhibitors of human Gai1-RGS12 GoLoco interaction (red fluorophore); P63096; Gai1:RGS12 GoLoco peptide FP, rhodamine, 10 min; Potency, µM (top dose mostly 61.6 µM), without a hit: at the highest dose activity, negative = inhibition, usual class: inhibitors; 230,000 tested, 0.44% active; AID 880; active = well fitted inhibition curve with a large enough effect, not every such curve was filed as active; inactive = no such curve, though single readings can be large or run the other way; also: % is scaled to controls: 0 for no effect and ±100 for the full control effect; nearly all actives have a fitted effect of over 30% in size; many of its hits are not listed in these tables
Target sequence (P63096 whole entry, looked up): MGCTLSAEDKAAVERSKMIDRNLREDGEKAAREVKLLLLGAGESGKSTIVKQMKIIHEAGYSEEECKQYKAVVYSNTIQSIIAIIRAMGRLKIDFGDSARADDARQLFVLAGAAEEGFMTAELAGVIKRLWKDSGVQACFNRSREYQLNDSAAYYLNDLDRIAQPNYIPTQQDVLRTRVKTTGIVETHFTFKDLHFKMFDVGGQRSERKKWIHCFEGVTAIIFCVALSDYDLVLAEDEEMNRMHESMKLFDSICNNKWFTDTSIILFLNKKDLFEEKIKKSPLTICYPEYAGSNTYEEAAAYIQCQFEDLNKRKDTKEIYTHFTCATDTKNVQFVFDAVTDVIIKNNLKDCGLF
IMPase Li cell: cell-permeable IMPase inhibitors with lithium potentiation; CHO-M1 cells, IP1 TR-FRET (IP-One), carbachol + lithium; Potency, µM (highest dose often 59.4 µM), for the others: top-dose activity, negative = IMPase inhibition, actives largely listed as inhibitors; 210,000 tested, 0.35% active; AID 1457;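 also: IP1 builds up when IMPase is blocked and the TR-FRET signal falls; plate controls were basal vehicle for no effect and high inhibitor control for full effect; nearly all actives have a fitted effect of over 50% in size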
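Lithium-sensitised IP1 accumulation assay; M1-expressing CHO cells treated 30 min at 37C with compound. Competitive antibody detection by time-resolved FRET followed a 10 min room-temperature lysis step.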
* marks the source's active call; other numbers are inactive results; ? = inconclusive; nt = no result given; & = joins results of further samples; [ ] = another dose, or the depositor's remark. Unless noted, calls follow the shape of the dose curve; as a rule, active = well fitted curve in the direction sought with a large enough effect; inconclusive = small, poorly fitted or top-dose-only effect, or another doubt; inactive = no such curve, though single readings can be large; an effect the other way counts as inactive or inconclusive. Potency is read from the fitted curve at half-maximal effect. Only part of the results is shown. The share of hits here may be higher or lower than overall.

SMILES | aGlu spleen mod | HttQ103 aggreg | GAA glycogen mod | HTT ATP protect | GAA inhib | GoLoco inh red | IMPase Li cell
Cc1cc(OCC(=O)OC(C)(C)C)c2c3c(c(=O)oc2c1)CCC3 | 5.4% | 1.7% | -5.5% | 1.7% | 1.1% | -2.9% | -18.4%[38.3 µM]
C[C@@H]1OC(=O)[C@H]2C[C@H]3CCCC[C@@H]3[C@@H](/C=C/[C@H]3CCC[C@H](C)N3C)[C@@H]12 | 3.0% | nt | nt | -29.4% | nt | 6.1% | -24.1%
O=CN1CCCCC1C1CC[C@H]2CCCCN2C1 (stereo partly specified) | -6.6% | nt | nt | 21.3%[1.9 µM] | nt | -1.7% | 13.3%
C=CCn1c(O)c(/C(C)=N/N2CCCCCC2)c(=O)[nH]c1=O | 0.1% | -39.4%[9.22 µM] | 0.9% | -23.8%[10 µM] | nt | 2.2% | nt
CCCCCCCCN=Cc1c(O)[nH]c(=O)[nH]c1=O | -5.5% | -15.3%[9.22 µM] | 8.0% | -12.4%[10 µM] | nt | -1.5% | nt
CCCn1cc2c3c(cccc31)C1CC(C)CN(C)C1C2 (stereo unspecified) | 4.3% | -30.5%[9.22 µM] | -4.0% | 15.9%[10 µM] | nt | -15.0% | nt
CC(C)C[C@H](NC(=O)[C@H](Cc1ccccc1)NC(=O)CNC(=O)[C@H](CS)N(C(=O)[C@@H](N)Cc1ccc(O)cc1)C(C)(C)C)C(=O)N([C@H](C(=O)O)[C@H](C)O)C(C)(C)C | 8.0% | nt | nt | 5.1% | nt | 10.1% | 1.7%
O=C(Oc1c(Br)cc(Br)c2cccnc12)N1CCCCC1 | 9.0% | 3.1% | -9.7% | -27.3% | -4.8% | -13.0% | 12.6µM*
N#C/C(=C\c1cccc(O)c1)C(=O)O | -8.0% | nt | nt | nt | nt | 13.2% | 2.3%
CCC12CN3CCN(CC(C3)/C1=N/NC(N)=O)C2 | -2.0% | -24.6% | 7.3% | -6.2% | 5.6% | 6.9% | -1.7%
Cc1cccc(-n2c(O)c(C)c(=O)[nH]c2=S)c1 | 4.4% | 9.3%[9.22 µM] | -16.1% | 23.7%[10 µM] | 2.0% | 3.9% | 4.4%
O=C(NC1CCCCCC1)c1ccc[nH]c1=S | -1.7% | ? | ? | -5.8% | 7.0% | -11.1% | -2.3%
CCCCn1c(O)c(C(C)=NC(C)c2ccccc2)c(=O)[nH]c1=O (stereo unspecified) | -8.4% | 6.7% | -4.5% | -23.4% | -4.5% | -16.0% | 24.6%[38.3 µM]
Cc1ccc2c(c1)c(=O)c1c3n2CCN(CC2CO2)C3CC1 (stereo unspecified) | 6.8% | 8.5%[9.22 µM] | -4.8% | 16.2%[10 µM] | 6.7% | 9.7% | -0.4%
O=C(CN1C2CCC1CC(O)(c1cccnc1)C2)Nc1ccc2c(c1)OCO2 (stereo unspecified) | 4.1% | 6.8% | 4.1% | -12.7%[10 µM] | -12.9% | 4.3% | 16.2%[38.3 µM]
CCN1C[C@@]2(COC)C3[C@@H](OC)[C@H]4C1[C@@]3(C1C[C@]3(O)C(OC)[C@H](O)[C@@]4(OC(C)=O)C1[C@H]3OC(=O)c1ccccc1)[C@H](OC)C[C@H]2O (stereo partly specified) | 7.5% | nt | nt | nt | nt | -18.8% | -3.0%
CCCCn1c(C)c(C(=O)O)c2cc(OC)ccc21 | -2.3% | 9.1% | -0.3% | -15.3% | -8.5% | 6.8% | -4.8%[38.3 µM]
CC[C@H](C)C(=O)O[C@@H]1[C@H](O)[C@@H]2[C@H](CN3C[C@@H](C)CC[C@@H]3[C@@]2(C)O)[C@@H]2C[C@@]34O[C@@]5(O)[C@@H](OC(=O)[C@](C)(O)CC)CC[C@@]3(C)[C@H]5[C@H](OC(C)=O)[C@@H](OC(C)=O)[C@H]4[C@]12O | -3.8%[29.1 µM] | nt | nt | -10.0%[40.3 µM] | nt | 1.6%[21.6 µM] | -2.8%
Cc1nc2ccc(Cl)cc2c(-c2ccccc2)c1C(=O)O | 3.9% | -22.7% | 15.6% | -23.7%[10 µM] | 0.8% | -3.0% | -12.6%
CCC(C)C(=O)O[C@@H]1C[C@@]2(C)C(c3ccoc3)OC(=O)CC23OC2(C)O[C@@]14[C@@]1(C)C(CC(=O)OC)C5(C)CC1(O)C(O)(C5OC(=O)C1(C)OC1C)C(OC(C)=O)[C@@]34O2 (stereo partly specified) | -15.6% | nt | nt | -7.4% | nt | -5.4% | 0.1%
CN1CCN(c2ncc(C=O)s2)CC1 | 2.8% | 15.6% | 7.6% | -33.3% | 4.8% | 0.1% | 10.3%
O=C=NC1CCCCC1 | 5.8%&-3.8% | nt | nt | -8.0%&-9.6% | nt | -4.7%&6.2% | -19.6%&5.5%
CN1C(=O)/C(=C\N2CCc3ccccc32)C(=O)NC1=S | -4.6% | -12.0% | -3.4% | nt | -0.2% | 129.6%[activator] | -2.9%
CC/C(=N\N1CCCCC1)c1c(O)[nH]c(=O)[nH]c1=O | 2.9% | -7.2%[9.22 µM] | -1.0% | 0.4%[10 µM] | nt | 3.0% | nt
CCOC(=O)c1c(C)n(CC(O)CN2CCOCC2)c2cc(Br)c(OC)cc12 (stereo unspecified) | 3.7% | 6.6% | 3.8% | -17.5% | -9.1% | 12.8% | 5.1%
CCNC(C)Cc1cccc(C(F)(F)F)c1 (stereo unspecified) | 3.3% | 12.6% | nt | -39.1%[inhibitor] | nt | 14.0% | 0.6%
CN(C)C1=NP(N(C)C)(N(C)C)=NC(c2ccccc2)=N1 | -0.3% | -0.3% | -0.4% | 11.7% | 1.5% | -5.6% | 9.9%[38.3 µM]
O=C(O)C1CN2CCC1CC2 (stereo unspecified) | 5.4% | 7.3% | 6.2% | -8.4% | 1.2% | -2.6% | -6.1%[38.3 µM]
CC(C)C1(C)N=C(c2ncccc2C(=O)O)NC1=O (stereo unspecified) | -5.6% | -1.4%[9.22 µM] | 2.2% | 10.9% | -3.6% | 3.3% | -2.1%[38.3 µM]
COC(=NC1CCCCC1)C(O)c1c[nH]c2ccccc12 (stereo unspecified) | -6.7% | -1.9% | -11.7% | 3.8% | -6.3% | 4.5% | 2.1%[38.3 µM]
CC(C)CC1C(C#N)=C(N)Oc2c1c(=O)oc1ccccc21 (stereo unspecified) | -2.7% | 0.0% | -10.7% | -20.3% | -6.2% | 0.4% | -1.3%[38.3 µM]
CCOC(=O)C1(c2ccccc2)CCN(Cc2cccc(C(=O)O)c2)CC1 | -0.5% | -1.4%[9.22 µM] | 4.4% | 3.2% | 0.4% | -16.8% | 6.1%[38.3 µM]
COC(=O)c1ccc(-n2c(C)nc3ccccc3c2=O)cc1 | -0.4% | 10.5% | -2.2% | 13.4% | -8.5% | 4.4% | 20.2%[38.3 µM]
CCOC(=O)c1ccc(N=Cc2c(O)n(-c3ccc(OC)cc3)c(=S)[nH]c2=O)cc1 | 0.2% | -3.0%[9.22 µM] | -13.1% | -6.3%[10 µM] | -0.6% | 154.0%[activator] | -5.2%
C[C@H](N)[C@H](O)c1ccc(O)c(O)c1 | -10.7%[29.1 µM] | nt | nt | -28.9%[40.3 µM] | nt | 0.8%[21.6 µM] | 9.7%
COc1ccc(-c2nc(NC(=O)Cn3c(=O)oc4ccccc43)sc2C)cc1 | -14.5% | ? | 15.4% | -0.2%[10 µM] | -2.2% | 20.2% | 11.2%
Cc1cccc(-n2c(O)c(C=NCCN3CCCCC3)c(=O)[nH]c2=O)c1 | 5.3% | -4.7%[9.22 µM] | 7.1% | -22.4%[10 µM] | nt | -1.0% | nt
CCCC(=O)OCC[N+](C)(C)C | -16.9%&0.0% | 16.9% | -1.8% | 4.7% | -11.3%[15.4 µM] | 7.2%&-1.0% | 3.8%&-5.5%
C=C(C)CSc1nnc([C@@H](N)Cc2ccccc2)o1 | 0.9% | -1.6%[9.22 µM] | 9.2% | -9.5%[10 µM] | nt | 15.9% | nt
OC(c1ccccc1)(c1ccccc1)c1ccncc1 | -6.6% | -4.8% | -11.7% | -9.9%[10 µM] | 0.9% | -9.4% | 0.3%
CC(C)[C@]12O[C@H]1[C@@H]1O[C@]13[C@]1(O[C@H]1C[C@H]1C4=C(CC[C@@]13C)C(=O)OC4)[C@@H]2O | -6.1%&-2.1% | nt | 3.0% | -129.1%[inhibitor] | -1.4%[15.4 µM] | -0.5%&-2.6% | 0.5%
COc1cccc(C2(O)CCN(CC(=O)Nc3nc(C)cs3)CC2)c1 | -1.0% | -0.5%[9.22 µM] | -7.6% | 5.8%[10 µM] | 3.8% | -3.7% | 8.1%
OC(CNC1CCCCC1)c1ccccc1 (stereo unspecified) | -4.0% | 6.7% | 2.0% | 5.2% | 2.1% | 6.0% | 6.3%[38.3 µM]
COCc1cc(OC(=O)N(C)C)nc2c1c(C)nn2C | 5.2% | 21.4%[9.22 µM] | 3.5% | 3.8%[10 µM] | nt | -5.2% | nt
NCCCC[C@H](NC(=O)[C@H](Cc1ccccc1)NC(=O)[C@H](CCCN=C(N)N)NC(=O)[C@@H](N)Cc1ccc(O)cc1)C(N)=O | -3.0% | nt | nt | -10.1% | nt | -2.3% | -2.5%
c1nc[nH]n1 | 7.0% | nt | nt | -8.1% | nt | 7.0% | -2.2%
CC[C@]1([C@H]2O[C@@H]([C@@H]3O[C@](O)(CO)[C@@H](C)C[C@H]3C)C[C@H]2C)CC[C@@H]([C@]2(C)CC[C@@]3(C[C@@H](O)[C@@H](C)[C@@H]([C@H](C)[C@H](OC)[C@H](C)C(=O)O)O3)O2)O1 | -6.1%[29.1 µM] | ? | nt | -342.3%[inhibitor] | nt | 1.8%[21.6 µM] | -4.7%
Cc1cc(/C=C2\C(=O)NC(=O)N(c3ccc(F)cc3)C2=O)c(C)n1-c1cccc(C(=O)O)c1 | 1.9% | 11.7%[9.22 µM] | 6.6% | 7.0%[10 µM] | 0.4% | 54.1%[activator] | 7.9%
Cc1nc2cc(-c3cccc(F)c3)nn2c(C)c1CCC(=O)N1CCC2(CC1)OCCO2 | -3.6% | 6.5% | 5.0% | -11.7% | ? | 6.5% | -10.7%[38.3 µM]

High-throughput results deposited in PubChem BioAssay by National Center for Advancing Translational Sciences (NCATS).
